Source: PubChem
DRD3 antagonist = antagonists of human D3 dopamine receptor. D3R cells, DiscoveRx beta-arrestin luminescence, antagonist mode; hits give low values. AID 652054. max response, negative = inhibition, %. P35462. actives 2.5% (n = 360,000); in the data active = max response below about -50%; inconclusive = no clear call, values can overlap the other calls; note: % is set by controls: 0 for no effect and ±100 for the full control effect; mostly tested at two doses, the higher about 12 µM
Target sequence (P35462 whole entry, looked up): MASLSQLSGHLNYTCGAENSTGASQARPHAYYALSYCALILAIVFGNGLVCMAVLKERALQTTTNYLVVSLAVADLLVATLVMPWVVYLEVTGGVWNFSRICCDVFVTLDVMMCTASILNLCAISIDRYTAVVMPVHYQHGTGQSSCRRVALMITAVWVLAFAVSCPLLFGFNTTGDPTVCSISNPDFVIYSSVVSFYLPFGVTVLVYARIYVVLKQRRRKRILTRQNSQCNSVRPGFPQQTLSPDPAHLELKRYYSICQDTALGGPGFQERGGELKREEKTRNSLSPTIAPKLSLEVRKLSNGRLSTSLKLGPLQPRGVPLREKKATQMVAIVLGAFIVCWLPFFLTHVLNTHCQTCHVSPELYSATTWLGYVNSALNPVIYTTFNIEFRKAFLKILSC
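Cells plated overnight at 1500 cells/well, then exposed to library compounds with dopamine controls for 90 minutes at 37 degrees C. DiscoveRx reagent added for 30–60 minutes at room temperature; luminescence read, quantitative HTS format.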
GLP1R inv ag = GLP-1 receptor (human) inverse agonism. Potency, µM (top dose mostly 38.3 µM), for inactives: at the highest dose activity change, negative = inhibition, hits mostly inhibitors. actives 1.6% (n = 410,000). AID 624417. HEK293 GLP-1R CRE-luciferase, luminescence, 24 h; GLP-1R form is constitutively active. P43220; note: potency is the fitted concentration of half-maximal effect; % is set by controls: 0 for no effect and ±100 for the full control effect; nearly all actives have a fitted effect of over 55% in size
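Assay principle: reduced luminescence from a cAMP-responsive reporter in HEK293 cells co-expressing a constitutively active GLP-1R. Conditions: 24 hr compound incubation, 37 deg C, 5% CO2.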
D3 ag = D3 dopamine receptor (human) agonism. actives 0.58% (n = 410,000). D3R DiscoveRx beta-arrestin cells, luminescence, 90 min. max activation, %. AID 652048; in the data active = max activation above about 30%; note: 0% is about no effect; mostly tested at two doses, the higher about 12 µM
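Cells at 1500/well, incubated overnight, then treated with pinned compounds (dopamine as control) for 90 min at 37 degrees C. DiscoveRx reagent added for 30 - 60 minutes at room temperature; luminescence read.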
PI5P4Ka inh = inhibitors of human PI5P4K alpha | PI5P4Kalpha enzyme, ADP-Glo luminescence, 60 min; hits give low values | max response, % | P48426 | actives 1.2% (n = 330,000) | AID 652105; active = max response of -50% or lower; inconclusive = between -30% and -50%; inactive = -30% or higher; note: value at the top dose of about 77 µM; % is set by controls: 0 for no effect and ±100 for the full control effect
Target sequence (P48426 whole entry, looked up): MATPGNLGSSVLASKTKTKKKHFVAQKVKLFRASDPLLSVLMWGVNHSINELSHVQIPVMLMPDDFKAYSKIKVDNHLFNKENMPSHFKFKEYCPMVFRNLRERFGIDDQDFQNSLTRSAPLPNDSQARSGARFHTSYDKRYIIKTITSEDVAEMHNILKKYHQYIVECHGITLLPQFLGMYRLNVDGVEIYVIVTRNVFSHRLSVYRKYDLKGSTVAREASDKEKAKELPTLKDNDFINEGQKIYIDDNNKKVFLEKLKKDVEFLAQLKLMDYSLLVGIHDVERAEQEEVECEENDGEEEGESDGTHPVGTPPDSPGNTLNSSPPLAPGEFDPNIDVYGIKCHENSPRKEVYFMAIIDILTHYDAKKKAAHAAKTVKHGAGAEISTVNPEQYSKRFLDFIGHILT
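Enzyme plus substrate dispensed, test compounds pinned in, then ATP (5 microM final) added. After 60 min at RT, ADP-Glo reagent 1 for 45 min and reagent 2 for 30 min preceded luminescence imaging.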
HEK293 tox = cytotoxicity counter-screen for GLP-1 receptor inverse agonists | Potency, µM (titrated, usually from 38.3 µM), without a hit: at the top dose activity change, negative = inhibition, hits mostly inhibitors | HEK293 cAMP-luciferase reporter cells, luminescence, 24 h | actives 0.13% (n = 410,000);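 note: loss of luciferase light is scored as toxicity; potency is the fitted concentration of half-maximal effect; % is set by controls: 0 for no effect and ±100 for the full control effect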
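A 23 nL compound transfer followed 12 hours of cell culture at 37 deg C; exposure then lasted 24 hr. Luciferase assay detection reagent was dispensed and plates read for luminescence after a 12 min room-temperature wait.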
GLP-1R agonist = GLP-1 receptor (human) agonism. HEK293 GLP-1R CRE-luciferase, luminescence, 4-6 h; cells express a hypersensitive GLP-1R form. Potency, µM (titrated, usually from 45.6 µM), for the others: at the top dose activation, usual class: activators. AID 624172. actives 0.007% (n = 380,000). P43220; note: potency is the fitted concentration of half-maximal effect; % of control where 0% means no effect
IL-2 act = activators of IL-2; activation, % (series mostly up to about 46 µM); IL-2 activation reporter assay, cell-based qHTS; stimulated with anti-CD3/CD4/CD28 beads; in transgenic mouse T cells; actives 0.065% (n = 360,000); in the data active = activation above about 50%; inconclusive = mostly about 30% to 49%; note: 0% is about no effect
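Quantitative HTS in unstimulated transgenic mouse T cells, with memory T cells as non-tolerant control and PMA/ionomycin as tolerance-bypass control. Compound pretreatment lasted 60 minutes before 18 h bead stimulation; EGFP/DsRed fluorescence read.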
PLK1 PBD block = inhibitors of human PLK1 polo-box domain binding; actives 2.8% (n = 360,000); Plk1 PBD binding of FITC phosphopeptide, fluorescence polarization; Potency, µM, inactives show max response, negative = inhibition, actives largely listed as inhibitors; note: potency is the fitted concentration of half-maximal effect; series mostly up to about 57 µM; % is set by controls: 0 for no effect and ±100 for the full control effect; nearly all actives have a fitted effect of over 65% in size
WRN helicase inh = inhibitors of human WRN helicase; Q14191; WRN helicase unwinding, fluorescent forked duplex, kinetic; Potency, µM (series often up to 114 µM), for the others: at the top dose activity change, negative = inhibition, most hits filed as inhibitors; actives 0.46% (n = 360,000); note: potency is the fitted concentration of half-maximal effect; % is set by controls: 0 for no effect and ±100 for the full control effect; nearly all actives have a fitted effect of over 55% in size
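Kinetic red-fluorescence monitoring (525/598 nm) tracks WRN helicase activity after 100 nM fluorophore-quencher forked duplex and 2 mM ATP are added to 20 nM enzyme pretreated 15 min at room temperature with compound.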
Numbers without * were called inactive; ? = inconclusive; . = not tested or not shown; [ ] = another dose, or the depositor's remark. Unless noted, calls come from the whole dose curve; as a rule, active = well fitted curve in the direction sought with a large enough effect; inconclusive = small, poorly fitted or top-dose-only effect, or another doubt; inactive = no such curve, though single readings can be large; an effect the other way counts as inactive or inconclusive. Random draw from the library; about 7.8% have a hit in one of these screens.

Structure,DRD3 antagonist,GLP1R inv ag,D3 ag,PI5P4Ka inh,HEK293 tox,GLP-1R agonist,IL-2 act,PLK1 PBD block,WRN helicase inh
Cc1ccc(C(C(=O)NC2CCCC2)N(C(=O)Cc2cccs2)c2ccc3c(c2)OCCO3)cc1 (stereo unspecified),-22,10µM*,-6,.,-27%,-1%,2.0,-8%,-1%
CC(C)N1C(=O)CCC1C(=O)NC1CCCC1 (stereo unspecified),4,0%,15,.,8%,-11%,-0.1,1%,-1%
CCOC(=O)c1c(C)[nH]c(C(=O)COC(=O)CCSc2ccccc2)c1C,6,105%[activator],-6,9,-2%,4%,-0.6,?,-7%
CCOC(CNC(=O)C(=O)Nc1cc2c3c(c1)CCN3C(=O)CC2)OCC,-12,-13%,0,-1,2%,-1%,-1.0,-10%,16%
Cc1ccccc1NC(=O)CN1CCC(NC(=O)Nc2ccccc2)CC1,10,?,0,0,-1%,4%,1.0,-2%,-1%
Cc1c(CN2CCC(CO)(CC3CCCCO3)CC2)cnn1C (stereo unspecified),-24,1%,-23,0,-1%,-1%,0.6,1%,12%
Cc1ccc(S(=O)(=O)N2CCC[C@H]2C(=O)Nc2ccccc2Cl)cc1,22,?,9,0,-11%,20%,-0.4,-9%,1%
CC(C)(O)[C@@H]1Cc2c(ccc3ccc(=O)oc23)O1,2,3%,8,-10,-12%,8%,0.0,2%,17%
COc1ccccc1/C=C\C=N\n1c(-c2ccc(Cl)cc2)n[nH]c1=S,-51*,-27%,-19,5,?,-1%,-3.9,?,-14%
COc1cccc(-c2cnc3c(NC(C)=O)cc(-c4cccc(NS(C)(=O)=O)c4)cn23)c1,30,-22%,11,-9,-7%,12%,-0.5,3%,-5%
Cc1ccc2cccc(Oc3ncnc4sc(C)c(C)c34)c2n1,8,-21%,-6,3,2%,6%,-2.7,-17%,-29%[57.1 µM]
Cc1cc(C)cc(Cn2c3ccc(NC(=S)NC4CCCCC4)cc3c(=O)n2C)c1,0,?,-19,-23,-22%,-5%,-0.1,-20%,-10%
CCCCNC(=O)CCn1c(=S)[nH]c2cc3c(cc2c1=O)OCO3,9,0%,-4,0,11%,-12%,0.0,-8%,-3%
CCc1ccc(S(=O)(=O)c2cn(CC(=O)Nc3ccc(C)cc3)c3ccccc3c2=O)cc1,.,-27%,6,.,-2%,-3%,.,.,.
CC(=O)c1ccc(-c2cccc([C@H]3[C@@H]4C=CC[C@@H](C)[C@@H]4C(=O)N3Cc3ccccc3)c2)cc1,-11,10µM*,-35,4,-1%,5%,-0.9,3%,-5%
O=C(O)COc1ccccc1/C=N/NC(=O)C(O)c1ccccc1 (stereo unspecified),21,4%,0,-4,27%,-1%,0.5,-10%,-21%
COc1ccc(NS(=O)(=O)c2cc(Cl)ccc2Cl)cc1S(=O)(=O)N1CCCCC1,-1,-29%,-1,3,4%,0%,-2.5,-5%,-36%[57.1 µM]
CCc1nnc(NS(=O)(=O)c2ccc(NC(=O)COc3ccc(Cl)c(C)c3)cc2)s1,9,-25%,9,3,-10%,2%,-1.2,-24%,-8%
COC(=O)COC(=O)c1ccccc1NC(=O)c1ccccc1,18,10%,4,3,-14%,13%,0.0,-8%,-6%
COCCNC(=O)C1(C)CCN(C(=O)c2ccc(C(F)(F)F)nc2C)C1 (stereo unspecified),-5,19%,-8,-4,2%,-3%,0.3,6%,0%
Cc1ccc(CSc2nnc(-c3ccc(NS(=O)(=O)c4ccccc4)cc3)o2)cc1,-8,?,3,12,-7%,-1%,-2.4,2%,-19%
O=C(OCc1ccc([N+](=O)[O-])cc1)C1CC(=O)N(Cc2ccccc2Cl)C1 (stereo unspecified),-10,-2%,1,2,-1%,10%,0.8,30µM*,-1%
CCN(CC)S(=O)(=O)c1ccc(NC(=O)c2cnc(C)cn2)cc1,2,4%,3,-2,-8%,0%,0.2,1%,3%
CC1CN(S(=O)(=O)c2ccc(NC(=O)CCCN3C(=O)c4ccccc4C3=O)cc2)CC(C)O1 (stereo unspecified),-7,7%,5,.,5%,-4%,-0.8,-5%,3%
CC1(C(=O)Nc2cnc3ccccc3c2)CCN1C(=O)c1ccccc1CCc1ccccc1 (stereo unspecified),-14,?,-2,25,-2%,2%,-0.7,-7%,-1%[57.1 µM]
O=C(NCCN1CCCCC1)c1cc2ccccc2[nH]1,-72*,-23%,-15,-6,75%[activator],-15%,0.0,0%,-1%
Cc1ccccc1N1CCN(C2=NC(=O)/C(=C\c3cccs3)S2)CC1,-9,?,0,1,12%,23%,-1.0,-14%,-3%
COc1ccc(S(=O)(=O)Nc2ccccc2)cc1,-12,-21%,-20,3,10%,0%,-0.1,-3%,-34%
CCc1c(C)nc(SCC(=O)Nc2nc(-c3ccc(OC)cc3)cs2)[nH]c1=O,29,25%,23,-20,5%,6%,-0.3,-3%,4%
CC(C)CC(=O)n1sc(NC(=O)c2ccccc2)nc1=O,43,-14%,-3,-18,-15%,-15%,0.5,-7%,10%
O=C(CSCc1ccccc1)Nc1cccc(C(=O)Nc2ccccc2C(=O)O)c1,26,0%,9,.,5%,7%,0.1,?,-29%
CO/N=C(\C(=O)O)c1csc(NN=C(C)C)n1,-5,4%,8,-1,-9%,5%,1.2,-4%,-13%
O=C(NC1CCCCC1)c1ccccc1NC(=S)NC(=O)C1CCC1,2,-4%,-1,-5,6%,-7%,-1.5,-5%,-4%
CC(=O)OC1C=CN(C(C)=O)C(SC(C)(C)C)C1(C)O (stereo unspecified),2,-15%,5,1,3%,-1%,-2.6,-3%,-3%
CC(=O)C1=C(O)C(=O)N(c2nccs2)C1c1ccccc1 (stereo unspecified),41,-14%,3,-6,-23%,-33%[inhibitor],6.2,-5%,-20%
COc1ccc(-c2cccc(-c3cc(=O)oc4ccc(C(C)(C)C)cc34)c2)cc1,2,4%,3,14,0%,24%,-0.1,-3%,-5%
Cc1occc1-c1nnc(SCC(=O)NCc2ccc3c(c2)OCO3)n1CC(C)C,2,-30%,-4,-4,-7%,4%,-1.7,-2%,7%
CC(C)n1cc(/C=C/c2cc[n+](C)cc2)c2ccccc21,7,?,-6,-5,149%[activator],5%,295*,72%[activator],-29%
CC1(C)CC(NC(=S)NC2CC2)CC(C)(C)N1,0,-2%,-36,2,-1%,2%,0.0,-9%,11%
COc1ccc(CCCC(=O)NC(C)c2ccccc2)cc1 (stereo unspecified),-4,-3%,1,-4,21%,13%,0.5,-10%,-8%
CC(C)c1ccc(NC(=O)Nc2nc(C(C)N)cs2)cc1 (stereo unspecified),5,?,0,11,-13%,-6%,-0.4,1%,-5%
O=S(=O)(NCc1ccccc1)c1ccc(S(=O)(=O)N(Cc2ccccn2)Cc2ccco2)cc1,-10,3%,-6,.,4%,0%,-2.3,-2%,-3%[57.1 µM]
O=C(C1CCN(S(=O)(=O)c2ccccc2)CC1)N1CCc2ccccc21,8,-16%,1,1,5%,4%,3.1,-3%,-13%
C[C@H](CO)N1C[C@H](C)[C@@H](CN(C)Cc2ccc(-c3ccccc3)cc2)Oc2c(NS(=O)(=O)c3cn(C)cn3)cccc2C1=O,9,4%,-10,4,?,-4%,-0.6,-9%,-10%
CCOC(=O)c1ccc(NC(=O)C(C)N2C(=O)c3ccccc3C2=O)cc1 (stereo unspecified),-4,-7%,-5,.,-26%,0%,0.0,-7%,-5%
O=C(CSCc1ccccc1)N1CCN(C(=O)c2ccco2)CC1,10,-1%,4,.,-1%,-1%,-1.7,-17%,-2%
COc1ccc(C(=O)C2CCN(S(=O)(=O)c3ccc4c(c3)OCCO4)CC2)cc1,13,-6%,-2,.,6%,3%,-1.4,22%,-2%
Cc1nn(-c2ccccc2)c(N2CCCC2)c1C=O,1,19%,-4,0,-27%,16%,-0.5,-7%,4%
COC(=O)c1cccc(C(=O)N2CCCC(CNC(=O)c3ccccc3Cl)C2)c1 (stereo unspecified),2,7%,1,-9,6%,-1%,-0.9,-21%,4%
Cc1cc([N+](=O)[O-])nn1Cc1ccc(C(=O)N/N=C/c2ccc(O)cc2O)cc1,8,?,4,1,-14%,1%,1.0,-10%,-20%

2 entries from above, with values under each structure:
Second line of a record: DRD3 antagonist, GLP1R inv ag, D3 ag, PI5P4Ka inh, HEK293 tox, GLP-1R agonist, IL-2 act, PLK1 PBD block, WRN helicase inh
- CC(=O)OC1C=CN(C(C)=O)C(SC(C)(C)C)C1(C)O (stereo unspecified)
  2, -15%, 5, 1, 3%, -1%, -2.6, -3%, -3%
- CC(=O)C1=C(O)C(=O)N(c2nccs2)C1c1ccccc1 (stereo unspecified)
  41, -14%, 3, -6, -23%, -33%[inhibitor], 6.2, -5%, -20%

Going on with the list:
Structure,DRD3 antagonist,GLP1R inv ag,D3 ag,PI5P4Ka inh,HEK293 tox,GLP-1R agonist,IL-2 act,PLK1 PBD block,WRN helicase inh
O=C(COc1coc(CN2CCN(c3ccccc3)CC2)cc1=O)N1CCc2ccccc21,?,12%,-6,6,2%,1%,-2.8,-15%,6%
Cc1cc(NCCN2CCOCC2)n2c(nc3ccccc32)c1C#N,12,-2%,6,-1,3%,-5%,-1.6,1%,-4%
CCN(CC(=O)Nc1ccccc1C(F)(F)F)C(=O)c1ccccc1SCC(=O)N1CCCC1,10,-5%,3,-2,-14%,-3%,-3.6,1%,7%
O=C(NCc1ccc2[nH]c3c(c2c1)CCCC3)c1ccc(S(=O)(=O)N2CCOCC2)cc1,8,1%,3,2,8%,6%,-1.8,-10%,0%
Cc1ccc(NS(=O)(=O)c2ccc(-n3cccn3)cc2)c(C)c1,-13,10µM*,6,-3,11%,3%,-0.9,-29%,-3%
COc1cc(OC)cc(-c2c(-c3cccs3)c3cc(-c4ccc5cc[nH]c5c4)ccc3n2C)c1,16,?,23,18,-3%,-4%,0.1,2%,-1%
S=C(Nc1ccc2c(c1)OCCO2)Nc1ccc2c(c1)OCO2,-7,3%,-3,-13,6%,-3%,-2.3,-10%,7%
COc1cc(O)c(C(CC(=O)N2CCCC2)c2cc(OC)c(OC)c(OC)c2)c(OC)c1 (stereo unspecified),?,17%,-4,1,?,8%,-0.2,-6%,6%
